Growth percent in the NCI-60 one-dose screen (48 h, 10 µM unless noted): 100 = growth as untreated, 0 = no growth, -100 = all killed.
SR – SR leukemia cells | actives 8.7% (n = 73,000) | AID 1794780
EKVX – EKVX NSCLC; actives 3% (n = 71,000)
MOLT-4 – MOLT-4 leukemia cells. actives 6.9% (n = 80,000)
HOP-92 – HOP-92 NSCLC cells. AID 1794738. actives 6.3% (n = 71,000)
K-562 – K-562 leukemia; AID 1794777; actives 7.4% (n = 78,000)
HOP-62 – HOP-62 NSCLC | actives 3.9% (n = 80,000) | AID 1794735
RPMI-8226 – RPMI-8226 leukemia cells | actives 7.5% (n = 77,000)
CCRF-CEM – CCRF-CEM leukemia; actives 7% (n = 77,000); AID 1794778
* hit, by the source's call; nt = not tested or not shown; & = joins results of further samples. The calls were made as follows: active = growth percent below 10; inactive = the rest. An unsorted share of the library; any-hit rate near 13%.

SMILES	SR	EKVX	MOLT-4	HOP-92	K-562	HOP-62	RPMI-8226	CCRF-CEM
O=C(CC(O)(C(F)(F)F)C(F)(F)Cl)CC(O)(C(F)(F)F)C(F)(F)Cl (stereo unspecified)	97.7	95.8	94.1	73.0	93.3	101.9	76.8	93.4
Cc1ccc(-c2nnc(-c3nc4ccccc4nc3Cl)o2)cc1	106.4	106.8	106.8	104.2	99.7	103.8	98.0	103.9
Cc1c(OCC(F)(F)F)ccnc1CS(=O)c1nc2ccccc2[nH]1 (stereo unspecified)	nt	117.2&85.7	88.9&76.7	116.9	100.6&79.7	111.4&121.0	99.7&88.5	89.0&90.8
Clc1ccc(-c2cc(-c3ccccc3)nc(N3CCN(CCCNc4ccnc5cc(Cl)ccc45)CC3)n2)cc1	5.4*	80.1	2.3*	26.6	-14.7*	82.1	4.7*	2.6*
CC(=O)c1sc(/N=C2\NC(=O)/C(=C3/C(=O)N(Cc4ccccc4)c4ccccc43)S2)nc1C	89.6	108.6	84.4	94.7	79.2	116.0	98.2	96.2
CN1C(=O)NC(=NCc2ccccc2)C1NCc1ccccc1 (stereo unspecified)	nt	100.0	104.5	75.2	90.7	80.3	106.7	102.2
CO[C@H]1NC(=O)N(S(=O)(=O)c2ccc(Cl)cc2)[C@@H]1OC	93.9	100.6	102.2	113.6	93.2	93.1	96.1	nt
N#Cc1c(-c2ccc(F)cc2)nc(NCCO)[nH]c1=O	99.7	106.3	99.8	110.3	100.6	89.8	nt	97.9
COC(C(N)=O)c1ccccc1 (stereo unspecified)	113.9	94.8	104.0	103.6	109.7	96.5	103.9	92.1
O=C(O)C1C=Cc2ccccc21 (stereo unspecified)	91.9	108.8	93.2	79.4	97.7	98.4	95.2	92.4
CCCNC(=O)c1sc2ncnc(Nc3ccc(NC(=O)Nc4cccc(OC)c4)cc3)c2c1C	88.2	100.8	91.1	nt	107.2	nt	nt	nt
NC1=NN=C2N(N)C(=O)c3cnn(-c4ccccc4)c3N2c2nc(-c3ccccc3)cc(-c3ccccc3)c21	103.0	96.7	91.6	96.7	92.9	96.8	93.5	96.7
Cc1ccc2c(-n3nc(C#N)c(C#N)c3N)cc(=O)[nH]c2c1	90.5	67.9	99.3	84.3	76.0	68.1	100.8	88.6
O=C1CCN(CCCN2CCC(=O)NC2=S)C(=S)N1	77.6	98.4	89.2	87.9	87.3	100.0	99.0	105.1
Cc1ccc(C(=O)N/N=C/c2cccc(Oc3ccccc3)c2)cn1	48.6	77.4	40.0	71.6	23.8	71.6	89.5	82.3
O=Cc1ccc2nc(C(Cl)(Cl)Cl)ccc2c1	93.2	nt	98.4	91.8	121.4	104.2	93.7	91.9
C#C[C@]1(O)CC[C@H]2[C@@H]3CC=C4c5sc(-c6ccc(C)cc6)nc5CC[C@]4(C)[C@H]3CC[C@@]21C	0.1*	54.0	-2.1*	nt	6.4*	23.2	-27.4*	6.5*
O=C1N=C(Oc2ccccc2)SC1=O	115.3	79.1	75.4	103.8	125.0	110.8	120.7	94.8
c1ccc(CNc2ccccc2)cc1	102.0&100.1	107.6	101.9&92.7	101.1&84.0	103.2&93.9	100.3&105.1	102.4&94.4	82.6&92.2
C#C[C@]1(O)CC[C@H]2[C@@H]3CC=C4c5sc(-c6ccc(O)cc6)nc5CC[C@]4(C)[C@H]3CC[C@@]21C	109.3	107.0	105.1	nt	105.5	108.9	104.5	111.5
COc1cccc2c1c1nc3cc(C)c(C)cc3nc1n2CCN(C)C	3.5*	25.7	10.5	36.1	6.2*	24.9	-8.2*	27.6
Cc1ccc(C(=O)c2ccccc2)c(C)c1	127.3	104.8	115.9	111.1	125.2	95.0	98.0	nt
O=C(Nc1ncccc1OCc1ccccc1Cl)NC12CC3CC(CC(C3)C1)C2	87.3	82.4	88.6	45.3	82.0	95.2	85.9	50.4
O=C(Nc1ccc(OCC(=O)c2ccc(Cl)cc2)cc1)Nc1ccc(Cl)c(C(F)(F)F)c1	39.5	16.9	45.3	nt	65.3	47.6	12.2	nt
c1ccc(OC[C@@H]2CN(Cc3ccc4[nH]ccc4c3)CCO2)cc1	88.7	97.3	84.1	81.2	71.7	98.8	88.3	89.6

Given as comma-separated lines: part of the list above
mol,SR,EKVX,MOLT-4,HOP-92,K-562,HOP-62,RPMI-8226,CCRF-CEM
O=C1CCN(CCCN2CCC(=O)NC2=S)C(=S)N1,77.6,98.4,89.2,87.9,87.3,100.0,99.0,105.1
Cc1ccc(C(=O)N/N=C/c2cccc(Oc3ccccc3)c2)cn1,48.6,77.4,40.0,71.6,23.8,71.6,89.5,82.3
O=Cc1ccc2nc(C(Cl)(Cl)Cl)ccc2c1,93.2,nt,98.4,91.8,121.4,104.2,93.7,91.9
C#C[C@]1(O)CC[C@H]2[C@@H]3CC=C4c5sc(-c6ccc(C)cc6)nc5CC[C@]4(C)[C@H]3CC[C@@]21C,0.1*,54.0,-2.1*,nt,6.4*,23.2,-27.4*,6.5*
O=C1N=C(Oc2ccccc2)SC1=O,115.3,79.1,75.4,103.8,125.0,110.8,120.7,94.8
c1ccc(CNc2ccccc2)cc1,102.0&100.1,107.6,101.9&92.7,101.1&84.0,103.2&93.9,100.3&105.1,102.4&94.4,82.6&92.2
C#C[C@]1(O)CC[C@H]2[C@@H]3CC=C4c5sc(-c6ccc(O)cc6)nc5CC[C@]4(C)[C@H]3CC[C@@]21C,109.3,107.0,105.1,nt,105.5,108.9,104.5,111.5
COc1cccc2c1c1nc3cc(C)c(C)cc3nc1n2CCN(C)C,3.5*,25.7,10.5,36.1,6.2*,24.9,-8.2*,27.6
Cc1ccc(C(=O)c2ccccc2)c(C)c1,127.3,104.8,115.9,111.1,125.2,95.0,98.0,nt
O=C(Nc1ncccc1OCc1ccccc1Cl)NC12CC3CC(CC(C3)C1)C2,87.3,82.4,88.6,45.3,82.0,95.2,85.9,50.4
O=C(Nc1ccc(OCC(=O)c2ccc(Cl)cc2)cc1)Nc1ccc(Cl)c(C(F)(F)F)c1,39.5,16.9,45.3,nt,65.3,47.6,12.2,nt
c1ccc(OC[C@@H]2CN(Cc3ccc4[nH]ccc4c3)CCO2)cc1,88.7,97.3,84.1,81.2,71.7,98.8,88.3,89.6

Later entries.
SMILES	SR	EKVX	MOLT-4	HOP-92	K-562	HOP-62	RPMI-8226	CCRF-CEM
O=C(OCCO)c1ccc(O)cc1	95.5	nt	95.8	97.4	95.0	108.7	105.7	97.3
COC12CCCC1C1(O)CCCCC1O2 (stereo unspecified)	98.5	104.5	104.3	108.9	94.5	106.2	106.0	103.8
CCOC(=O)C1(C)CCCC(C)C1=O (stereo unspecified)	103.0	108.2	98.6	nt	108.7	99.1	112.9	95.6
COc1ccccc1NC(=O)C1CCC(=C2C(=O)OC(C)(C)OC2=O)N1 (stereo unspecified)	nt	105.1	95.2	99.7	94.8	99.0	nt	98.6
C1CCN(CCN2CCCCC2)CC1	101.3	93.0	97.1	nt	111.2	98.7	nt	nt
N=c1nc(N)nc(N)n1-c1ccc(S(=O)(=O)O)cc1	81.6	97.7	91.0	78.9	104.7	86.6	102.7	nt
CCCCCCCNC1=C(OCC)C(=O)c2ccccc2C1=O	95.3	100.8	102.4	56.1	115.7	107.4	98.8	99.8
NC(=O)c1ccc[n+](CC(=O)c2ccccc2)c1	102.3	105.7	97.0	104.0	99.5	103.8	107.5	110.1
COc1cc(-c2nnc(SCC(=O)Nc3nc(-c4ccccc4)cs3)o2)cc(OC)c1OC	nt	95.1	84.1	98.3	79.3	78.0	75.7	86.7
Fc1ccc2cc(Cc3nnc(Cc4cc5ccc(F)cc5[nH]4)n3CCCc3cnc[nH]3)[nH]c2c1	115.4	90.5	94.7	77.8	88.5	109.6	85.5	85.5
Cc1ccc(-c2cc(-c3ccc(Br)s3)[nH]c(=O)c2C#N)cc1	95.4	84.9	109.9	69.7	99.5	98.6	99.5	99.2
O=C(Sc1ccccc1C(=S)S)c1cccnc1	85.5	108.2	108.1	106.5	nt	96.3	87.0	81.6
COc1cccc(Nc2nccc(Nc3ccc4[nH]ncc4c3)n2)c1	-11.5*	34.0	-32.4*	-11.2*	-9.8*	-11.4*	-39.6*	nt
COc1cc(/C=C/C(=O)c2cccnc2Nc2ccc(F)cc2)cc(OC)c1OC	2.9*	69.5	5.4*	37.7	nt	43.6	1.2*	-10.6*
CC(C)Sc1oc(-c2ccccc2)nc1S(=O)(=O)c1ccc(Br)cc1	90.9	85.5	74.8	72.7	79.9	90.9	74.7	81.3
O=C(O)C(C(=O)O)C1CCCCC1	107.6	104.5	106.8	81.5	103.6	93.1	110.6	nt
O=C1/C(=C/c2cccc(OCc3ccc(Cl)cc3)c2)N=C2SCCCN12	88.8	106.3	77.4	104.8	82.5	116.5	102.7	103.2
N#Cc1ccc(Nc2ncnc3onc(-c4ccccc4)c23)cc1	103.9	101.0	96.2	102.6	92.8	99.0	112.8	103.8
CCOC(=O)C1=C(CSc2nc3ccccc3[nH]2)N(C)C(=O)NC1c1ccccc1 (stereo unspecified)	99.3	93.1	86.9	91.9	91.0	95.2	96.2	101.8
O=C(c1ccccc1)C1Oc2ccccc2C1O (stereo unspecified)	87.5	90.9	98.7	90.2	93.5	97.9	98.1	96.8
CCOC(=O)c1c(NC(=O)NCCc2c[nH]c3ccccc23)sc2c1CCCC2	91.7	95.5	76.4	98.9	90.1	123.8	105.5	54.4
CCc1n(Cc2ccc3ccccc3c2)c2ccccc2[n+]1Cc1ccc2ccccc2c1	28.4	76.7	73.4	21.8	35.3	81.3	13.5	63.5
O=C(Cc1ccccc1)NC1=NC(=O)/C(=C\c2ccccc2O)S1	101.3	101.0	100.7	68.4	100.3	99.4	114.7	107.6
O=C(CC(=O)C(F)(F)F)c1cccnc1	98.0	103.5	103.2	102.8	89.3	99.2	93.1	77.1
CS(=O)(=O)c1ccc(C(=O)/C=C/c2cn(-c3ccc(F)cc3)nc2-c2ccc(S(C)(=O)=O)cc2)cc1	97.4	97.4	89.7	113.9	93.4	103.9	108.6	97.8

The listing continues.
SMILES	SR	EKVX	MOLT-4	HOP-92	K-562	HOP-62	RPMI-8226	CCRF-CEM
CSc1ccc2c(c1)N(CC(C)CN(C)C)c1ccccc1S2 (stereo unspecified)	65.1	89.5	62.4	40.7	64.9	78.5	68.6	81.2
CCOC(=O)C1C(=O)C=C(c2ccc(Br)cc2)CC1c1sc(N(C)Cc2ccccc2)nc1Cl (stereo unspecified)	75.8	92.9	66.6	47.4	74.5	93.8	66.8	81.6
CCSC(=O)NNc1nc2ccccc2s1	101.6	97.9	98.1	98.4	nt	98.6	102.7	116.8
O=C(CSc1nnc2n1N=C(c1ccc(F)cc1)CS2)c1ccc(F)cc1	78.3	98.5	61.5	57.6	79.0	65.2	76.0	73.8
Nc1cc(S(N)(=O)=O)ccc1N1CCCCC1	98.7	94.6	99.8	nt	94.1	106.0	104.7	104.1
CN(C)c1ccc(C=C2c3ccccc3-c3ccccc32)cc1	51.1	96.8	106.9	88.3	47.3	93.9	97.8	95.2
Fc1ccc2[nH]cc(-c3nonc3-c3c[nH]c4ccc(F)cc34)c2c1	64.6	44.0	42.3	37.7	32.2	57.7	50.0	53.6
CC(C)(C)c1ccc(OCCCCCCN2CCNCC2)cc1	-8.4*	69.9	31.3	16.8	0.9*	67.8	0.1*	12.0
O=C(COc1cc(O)c2c(=O)cc(-c3ccccc3)oc2c1)Nc1ccccc1	nt	102.7	91.1	89.9	95.3	100.8	93.3	94.4
CCOC(=O)C1=C(C(=O)c2cccc3ccccc23)C(c2cccc([N+](=O)[O-])c2)C(C(=O)c2cccc3ccccc23)=C(C(=O)OCC)N1	nt	90.9	89.5	87.8	89.8	97.4	102.1	95.5
Cc1ccc(Cc2cnc(NC(=O)/C(C#N)=C/c3ccc(-c4ccc(Cl)cc4)o3)s2)cc1	85.9	92.7	103.0	66.9	88.7	100.5	94.3	98.4
O=C(/C=C/C(=O)OCCCl)OCCCl	94.6	nt	101.2	97.4	121.0	101.4	100.9	102.3
C=CCn1c(SCC(=O)Nc2ccc(C(=O)/C=C/c3cc(OC)c(OC)c(OC)c3)cc2)nnc1-c1ccc(Cl)cc1	3.8*	21.6	7.9*	75.0	9.2*	25.0	-21.6*	6.6*
O=C1C(=Cc2cccc(Br)c2)C(=O)c2ccccc21	85.9	90.6	104.4	69.4	96.6	80.3	98.6	105.1
O=C(NN1C(=O)/C(=C\c2ccc(Br)cc2)SC1=S)c1ccncc1	117.5	103.5	102.3	112.6	103.0	114.6	106.4	108.4
COC(=O)NC1CC2C=CC1C1C=CC21 (stereo unspecified)	90.1	111.8	98.4	112.1	104.2	95.2	105.5	100.4
CCNC(=O)C1CCCN1C(=O)C(CCCN=C(N)N)NC(=O)C(CC(C)C)NC(=O)C(CC(C)C)NC(=O)C(Cc1ccc(O)cc1)NC(=O)C(CO)NC(=O)C(Cc1c[nH]c2ccccc12)NC(=O)C(Cc1cnc[nH]1)NC(=O)C1CCC(=O)N1 (stereo unspecified)	101.7	nt	86.5	92.0	73.5	96.8	33.3	54.5
Cc1ccc2oc(=O)cc(-c3cc(C)nc(N)c3C#N)c2c1	70.9	90.9	72.7	75.7	82.9	75.8	71.8	94.0
Oc1ccc(Br)cc1CNC1CCCCC1	107.4	90.1	102.0	77.6	74.8	87.1	79.2	94.3
Oc1ccc(C(=Nc2ccccc2)c2ccccc2)c(O)c1	95.1	97.3	95.1	83.3	96.2	86.8	81.3	89.6
CCCCCCCCCSc1ccc(C(=O)O)cc1	107.5	nt	98.6	70.6	103.5	106.7	90.5	93.6
COc1ccc2cc([C@H](C)C(=O)N/N=C/c3ccc(Br)cc3)ccc2c1	87.3	94.2	86.6	102.7	100.1	90.1	105.4	101.3
COc1ccc(C(=O)NC(=S)N2CCN(c3ncnc4c3cnn4-c3ccccc3)CC2)cc1	12.3	81.4	58.2	32.0	62.7	31.9	72.6	nt
N#CC(Nc1ccccc1)c1ccccc1 (stereo unspecified)	100.6&96.7	nt	101.1&91.5	nt	87.5&86.4	114.2&105.3	102.8&103.7	99.6&92.4
CC(C)CC(C(=O)NC1CCCCC1)N1C(=O)c2ccccc2C1=O (stereo unspecified)	84.6	98.1	97.5	97.1	98.0	103.3	96.9	98.7
